TCR-CD3 inh – inhibitors of human TCR-CD3 interaction. TAMRA-labeled TCR probe fluorescence, biochemical. inhibition, % at 9.4 µM. actives 0.37% (n = 360,000). AID 651800; in the data active = inhibition above about 19%;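 note: recombinant mutant TCR 2C K166C tagged with TAMRA read by polarization; 0% = receptor in buffer alone and 100% = receptor with positive control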
mABHD4 FP – inhibitors of mouse ABHD4. purified mABHD4, FP-Rh probe fluorescence polarization. inhibition, % at 8.92 µM. actives 0.54% (n = 370,000). AID 720543;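 active = inhibition exceeding the mean over every tested compound plus 3 SD, cut at about 30% in these data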;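 note: 0% = plate median of compound wells and 100% = S159A mutant with DMSO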
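Assay system: wild-type mouse ABHD4 protein; compound: single nominal dose of 8.92 µM, 0.89% DMSO final; schedule: 45 min + 60 min at 25 °C; measured by: FP readout, ex 525 nm / em 598 nm; evaluation: % inhibition of FP-Rh probe binding versus controls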
rCAG binder – r(CAG) repeat RNA binding; TO-PRO-1 dye displacement fluorescence; inhibition, % at 3 µM; actives 1.3% (n = 370,000); AID 651821;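 active = inhibition above the plate cutoff, the mean of all test compounds on that plate plus 3 SD, cut at about 35% in these data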;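 note: 0% = DMSO alone and 100% = 100 µM mitoxantrone as full dye displacement; higher means more dye released from RNA so lower well fluorescence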
SIAE primary – blocks human sialic acid acetylesterase; inhibition, % at 9.66 µM; AID 1053197; actives 0.69% (n = 370,000); Q9HAT2; SIAE FP-Rh probe binding, fluorescence polarization;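 active = inhibition above a cutoff: mean of compounds within the control limits plus 3 SD of those, cut at about 17% in these data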;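 note: 0% = plate median of compound wells and 100% = probe without SIAE protein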
LEDGF integ inh – blocks HIV-1 LEDGF/p75-dependent DNA integration | inhibition, % at 3.7 µM | TR-FRET IN-LEDGF/p75 DNA integration, Eu/Cy5 | AID 743269 | actives 0.64% (n = 370,000);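 active = inhibition above the screen-wide mean plus 3 SD, cut at about 13% in these data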;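 note: signal is the Cy5 over europium emission ratio at 671 and 618 nm; 0% = plate median of compound wells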
HTRA1 inh – blocks human HTRA1 serine peptidase | Q92743 | recombinant HTRA1, FP-rhodamine activity-based probe, fluorescence polarization | inhibition, % at 5.96 µM | actives 0.5% (n = 340,000) | AID 504803; in the data active = inhibition above about 36%;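 note: 0% = enzyme with DMSO and 100% = wells lacking enzyme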
Rev-erbA mod – modulators of human Rev-erb alpha DNA binding; Rev-erbα–FITC-DNA binding, fluorescence polarization, 90 min; activity, % at 10 µM; actives 0.79% (n = 370,000);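 active = activity above about 14%, limit read from the data; passing the limit was not always enough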;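 note: 0% = DMSO wells with 35 nM protein and 100% = DMSO wells with 750 nM protein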
Target sequence (P20393 whole entry, looked up): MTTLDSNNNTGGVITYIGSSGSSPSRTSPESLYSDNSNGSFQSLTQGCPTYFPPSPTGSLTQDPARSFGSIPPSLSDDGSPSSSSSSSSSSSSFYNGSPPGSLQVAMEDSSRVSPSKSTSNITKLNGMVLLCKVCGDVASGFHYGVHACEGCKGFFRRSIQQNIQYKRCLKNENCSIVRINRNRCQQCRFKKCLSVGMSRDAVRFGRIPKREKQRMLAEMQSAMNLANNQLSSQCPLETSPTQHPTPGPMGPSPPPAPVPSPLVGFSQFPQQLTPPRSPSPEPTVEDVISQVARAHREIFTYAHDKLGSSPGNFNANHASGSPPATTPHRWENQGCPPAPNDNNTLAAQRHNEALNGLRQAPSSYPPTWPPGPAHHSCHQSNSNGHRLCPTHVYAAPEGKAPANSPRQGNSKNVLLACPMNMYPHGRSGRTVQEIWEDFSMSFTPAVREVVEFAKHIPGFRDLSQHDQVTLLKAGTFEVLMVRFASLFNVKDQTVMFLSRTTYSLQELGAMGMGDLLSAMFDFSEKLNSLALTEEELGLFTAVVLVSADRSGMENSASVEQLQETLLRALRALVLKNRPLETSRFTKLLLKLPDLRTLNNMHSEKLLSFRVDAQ
TDP2 inh – blocks human TDP2 phosphodiesterase activity | O95551 | recombinant TDP2, T5PNP hydrolysis, p-nitrophenol absorbance 415 nm | inhibition, % at 12.8 µM | actives 0.34% (n = 370,000) | AID 720702;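 active = inhibition above the mean of all tested compounds plus 3 SD, set per campaign, cut at about 25% in these data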;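 note: 0% = DMSO with enzyme and 100% = buffer with substrate but no TDP2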
Target sequence (O95551 whole entry, looked up): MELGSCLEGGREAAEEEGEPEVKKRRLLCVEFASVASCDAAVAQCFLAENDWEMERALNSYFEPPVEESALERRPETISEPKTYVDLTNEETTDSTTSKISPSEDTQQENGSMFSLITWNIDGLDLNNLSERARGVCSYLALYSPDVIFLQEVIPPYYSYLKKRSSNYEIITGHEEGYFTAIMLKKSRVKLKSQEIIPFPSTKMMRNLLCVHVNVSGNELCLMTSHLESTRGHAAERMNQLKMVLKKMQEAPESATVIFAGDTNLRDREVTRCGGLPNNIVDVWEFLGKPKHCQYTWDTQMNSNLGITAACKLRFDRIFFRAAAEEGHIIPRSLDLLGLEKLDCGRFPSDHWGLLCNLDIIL
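test system = human TDP2 enzyme | input = TDP2 enzyme at 120 nM final | medium = 50 mM Tris-HCl pH 7.5 with Mg2+, KCl, DTT, BSA | also added = T5PNP substrate, 5 mM | times = 2 h at 37 °C | technique = epi absorbance | benchmarks = high control without enzyme, low control DMSO plus TDP2 | replication = each compound tested once, singlicate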
PG9 binder – small molecules binding HIV-1 gp120 antibody PG9 | TR-FRET gp120-PG9 antibody binding | actives 0.43% (n = 360,000) | inhibition, % at 6.7 µM; in the data active = inhibition above about 8.5%
PRMT1 FP inh – PRMT1 (human) inhibition, primary screen. Q99873. inhibition, % at 2.79 µM. actives 1.3% (n = 370,000). recombinant PRMT1, activity-based probe fluorescence polarization. AID 652257;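 active = inhibition above about 21% made by adding two undisclosed values, limit read from the data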
Starred values were filed as active, the others as inactive; / = not tested or not shown; & = joins results of further samples. The list is partial; the hit share may differ from the screen's.

The line under a structure holds: TCR-CD3 inh	mABHD4 FP	rCAG binder	SIAE primary	LEDGF integ inh	HTRA1 inh	Rev-erbA mod	TDP2 inh	PG9 binder	PRMT1 FP inh
[1] CC1CC1C(=O)N(CCC1=CCCCC1)c1c(N)n(Cc2ccccc2)c(=O)[nH]c1=O (stereo unspecified)
 : -7	2	-2	3	-2	-3	1	12	-0.4	2
[2] NS(=O)(=O)c1cccc(NC(=O)c2cc3ccccc3o2)c1
 : -1	-18	8	-12	-2	-5	4	-11	-1.4	7
[3] COCCSc1nnc(NC(=O)Cc2ccc(OC)c(OC)c2)s1
 : -4	-1	-1	-2	-3	-3	-2	1	1.5	12
[4] Cc1ccc(S(=O)(=O)CCc2nc3ccccc3s2)cc1C
 : 4	-5	-4	-4	-1	3	-1	4	-0.2	0
[5] O=S(=O)(/C=C/c1ccccc1)N1CCN(Cc2ccc3c(c2)OCO3)CC1
 : 6	-9	-6	-2	1	-12	-3	0	-1.1	-5
[6] COc1cccc(CNC(=O)CCNS(=O)(=O)c2cccs2)c1
 : 9	2	2	-2	0	-1	-3	1	-1.4	2
[7] O=C(CNC(=O)c1cccc(Br)c1)N/N=C/c1cccs1
 : -4	-3	5	0	6	-4	0	7	-0.6	0
[8] COc1cc(C(=O)OCC(=O)Nc2cccc(S(=O)(=O)N3CCOCC3)c2)ccc1OCC(C)C
 : 0	2	-8	1	3	-1	2	12	1.0	-2
[9] Cc1ccc(S(=O)(=O)N2[C@@H](c3cccc(Cl)c3)C(C(=O)O)=CC[C@H]2c2cccs2)cc1
 : 5	10	58*	-6	0	-25	-5	-2	-0.4	0
[10] C[C@@H]1CN([C@@H](C)CO)S(=O)(=O)c2ccc(C#CC3CCCCC3)cc2O[C@@H]1CN(C)Cc1cccnc1
 : 4	-11	6	-4	2	-45	-5	-12	1.4	0
[11] Cc1ccc(S(=O)(=O)/C(=C/Cl)NC(=O)c2ccccc2)cc1
 : -7	-3	0	7	1	-5	1	-17	0.5	-1
[12] CN(C)C(=O)COC(=O)/C=C/c1cn(-c2ccccc2)nc1-c1cccs1
 : 8	-27	-1	-16	6	-22	-3	-3	0.0	-1
[13] Cc1cc(Cl)ccc1OCC(=O)NCCOc1nc(N2CCCCC2)nc(N2CCOCC2)n1
 : 3	6	0	11	3	-2	1	12	-0.1	-3
[14] COc1ccc(S(=O)(=O)NC2CC(=O)N(c3ccc(C)c(C)c3)C2)cc1 (stereo unspecified)
 : -2	4	-1	5	1	-2	5	-21	2.6	-2
[15] Cc1nn(C(C)C(=O)NCc2cccs2)c(C)c1[N+](=O)[O-] (stereo unspecified)
 : 6	-4	-3	0	1	-2	2	13	-0.4	-3

(next part)
The line under a structure holds: TCR-CD3 inh	mABHD4 FP	rCAG binder	SIAE primary	LEDGF integ inh	HTRA1 inh	Rev-erbA mod	TDP2 inh	PG9 binder	PRMT1 FP inh
[16] COc1ccc(NC(=O)CCC(=O)OC(C(=O)c2ccccc2)c2ccccc2)cc1 (stereo unspecified)
 : 1	7	2	3	-6	-8	-1	0	0.0	3
[17] COC(=O)c1ccccc1NC(=O)CN(c1ccc(C)cc1)S(C)(=O)=O
 : 10	0	-5	-2	2	4	-4	-15	-1.9	-3
[18] N#Cc1cnn(-c2cc(Cl)ccc2Cl)c1N
 : -4	0	2	1	-1	5	6	11	-1.1	2
[19] CCCN(CC(=O)Nc1ccccc1C)C(=O)c1ccc(N2CCCC(C)C2)c([N+](=O)[O-])c1 (stereo unspecified)
 : 6	4	-5	10	-2	-17	1	-12	1.4	1
[20] COc1ccccc1NC(=O)c1ccc(-c2ccc(Br)cc2)o1
 : -3	-2	4	-7	0	-13	7	2	2.5	3
[21] CCOC(=O)c1cc(C(=O)Nc2ccccc2F)nn1C
 : 1	-5	-2	4	4	5	-6	-2	-1.4	1
[22] NS(=O)(=O)c1ccc(Sc2ccc3ccccc3c2)nc1
 : 1	-7	3	11	0	-7	-2	18	0.4	1
[23] CC(C)C(=O)Nc1ccccc1-c1nc2ccccc2[nH]c1=O
 : -2	1	-1	3	-1	0	-6	-3	-1.5	1
[24] O=C(NC(c1ccc(Cl)cc1)c1c(O)ccc2ccccc12)c1ccccc1 (stereo unspecified)
 : 0	-57	16	-23	1	-56	-3	-5	-2.8	2
[25] C=CCn1c(SCC(=O)N2CCCC2)nc2c([nH]c3ccccc32)c1=O
 : 5	0	-3	-4	-1	3	-2	6	-3.8	-2
[26] COc1ccc(OCc2cc(C(=O)NC3CCOC(C)(C)C3)no2)c2ccccc12 (stereo unspecified)
 : -4	8	10	4	-1	-1	4	18	-2.4	5
[27] COCCn1nnnc1CN1CCN(c2cccc(C(F)(F)F)c2)CC1
 : 6	-1	-6	2	-1	7	5	-3	-1.7	-1
[28] C=CCCC1CN(Cc2ccc(OC)cc2)S(=O)(=O)c2c(cccc2N2CCCCC2)O1 (stereo unspecified)
 : 4	-7	2	-1	-2	/	-2	1	-0.2	2
[29] c1ccc(-c2nc(N3CCOCC3)sc2-c2ccccc2)cc1
 : 5	5	-5	4	0	8	4	-7	-0.4	-5
[30] CN1C(=O)SC(Nc2cccc3ccccc23)C1=O (stereo unspecified)
 : 4	-7	1	5	-2	2	3	-8	0.8	-2

(next part)
The line under a structure holds: TCR-CD3 inh	mABHD4 FP	rCAG binder	SIAE primary	LEDGF integ inh	HTRA1 inh	Rev-erbA mod	TDP2 inh	PG9 binder	PRMT1 FP inh
[31] COC(=O)c1ccccc1OCCN1CCCCCC1
 : 5	6	0	-8	-1	3	7	-2	-2.9	-2
[32] CC(C)C[C@H](NC(=O)c1nc[nH]c1C(=O)NCc1ccccc1)C(=O)OC(C)(C)C
 : -2	-23	-4	-2	1	-39	-1	-11	3.9	0
[33] CCS(=O)(=O)NCC(c1cccnc1)N1CCN(c2ccc(F)cc2)CC1 (stereo unspecified)
 : -3	0	3	-3	0	5	0	9	-0.3	1
[34] COCCN1C[C@@H](CO)O[C@@H](n2cnc3c(N4CCN(CCO)CC4)ncnc32)C1
 : 1	3	0	4	-1	/	-1	-6	-0.9	-2
[35] C=CCn1cc(C(=O)OC)c(=O)c2cc(S(=O)(=O)N3CCCCCC3)ccc21
 : 9	3	-5	3	3	-12	2	-3	-0.8	-1
[36] O=C(CC(=O)Nc1nc(C23CC4CC(CC(C4)C2)C3)cs1)NCCO
 : 1	-8	-1	-2	2	-2	2	6	1.4	4
[37] CC(C)CCn1nnnc1C(c1ccc(F)cc1)N1CCN(C(=O)c2ccco2)CC1 (stereo unspecified)
 : -1	5	-9	-7	1	-8	3	-2	-0.6	-2
[38] CN(C)CCNC(=S)NC1CCCCC1
 : 2	-6	-2	-1	6	-9	3	-7	0.1	-1
[39] C=CCS/C(=N\n1cnc2ccccc2c1=O)N1CCCCC1
 : -10	-4	-6	-4	2	-4	0	1	1.8	5
[40] CC(=O)Nc1nc(CC(=O)c2ccccc2)cs1
 : 6	-1	4	-2	3	13	-1	5	-0.3	2
[41] COc1cc(/C=C(\C#N)C(=O)NC2CCCCC2C)ccc1OS(=O)(=O)c1ccc(C)cc1 (stereo unspecified)
 : 6	3	2	-12	0	-22	-3	5	0.1	3
[42] C/C(=N\NC(=O)c1cc(C)nc2ccccc12)c1ccncc1
 : 1	4	-2	1	-1	3	-7	-5	0.0	-3
[43] COC(=O)CC1SC(=O)NC1=Nc1cccc(C)c1 (stereo unspecified)
 : -3	-1	-3	2	-1	4	0	-4	-1.0	-3
[44] Cc1nc2ccc(S(=O)(=O)NCC(=O)N3CCc4ccccc43)cc2s1
 : 2	3	4	-5	0	-2	-8	-1	0.7	3
[45] Cc1cc(C(=O)CSc2nnc(-c3cccs3)n2Cc2ccccc2)c(C)n1C
 : 7	2	-4	3	-1	-11	-3	-10	0.8	-2

3 compounds out of the list, arranged by count of non-hydrogen atoms, largest number first:
The line under a structure holds: TCR-CD3 inh	mABHD4 FP	rCAG binder	SIAE primary	LEDGF integ inh	HTRA1 inh	Rev-erbA mod	TDP2 inh	PG9 binder	PRMT1 FP inh
[34] COCCN1C[C@@H](CO)O[C@@H](n2cnc3c(N4CCN(CCO)CC4)ncnc32)C1
 : 1	3	0	4	-1	/	-1	-6	-0.9	-2
[33] CCS(=O)(=O)NCC(c1cccnc1)N1CCN(c2ccc(F)cc2)CC1 (stereo unspecified)
 : -3	0	3	-3	0	5	0	9	-0.3	1
[40] CC(=O)Nc1nc(CC(=O)c2ccccc2)cs1
 : 6	-1	4	-2	3	13	-1	5	-0.3	2

Further results follow:
The line under a structure holds: TCR-CD3 inh	mABHD4 FP	rCAG binder	SIAE primary	LEDGF integ inh	HTRA1 inh	Rev-erbA mod	TDP2 inh	PG9 binder	PRMT1 FP inh
[46] CC(=O)Nc1ccc(NC(=O)CC(c2ccccc2)c2ccccc2)cc1
 : 114*	3	2	5	0	-4	-3	19	-2.2	0
[47] CC(C)(C)C1CCC(C(=O)Nc2ccc(N3CCOCC3)cc2N2CCOCC2)CC1 (stereo unspecified)
 : -6	4	-1	13	-1	4	-4	-3	1.4	-3
[48] Cc1ccc(OCc2nnc(SCc3cc(=O)[nH]c4ccccc34)n2-c2ccccc2)cc1
 : 7	0	-5	4	1	-27	-8	-3	-1.8	-2
[49] C=CCn1c(O)c(N=NC(=O)OCC)c2ccccc21
 : 4	-2	1	4	-2	0	-5	-3	-1.5	1
[50] Cc1ccc(Cl)cc1NS(=O)(=O)c1ccc2c(c1)NC(=O)C(C)C(=O)N2 (stereo unspecified)
 : -15	-9	12	-6	2	6	1	3	0.9	6
[51] CC(=O)c1sc(NC(=O)CS(=O)(=O)c2ccc(F)cc2)nc1C
 : 5	1	7	5	1	-5	1	7	1.2	0
[52] Cc1ccc([N+](=O)[O-])cc1S(=O)(=O)N1CCC(C)CC1
 : -7	-3	-3	8	2	/	0	-8	1.6	0
[53] CCCN(CCC)S(=O)(=O)c1ccc(C(=O)Nc2ccc(S(=O)(=O)Nc3nnc(CC)s3)cc2)cc1
 : -5	-50	80*	-15	-5	-56	-1	-11	-1.6	3
[54] COc1ccc(S(=O)(=O)N2CCC(C(=O)NCc3cccnc3)CC2)cc1Cl
 : -6	4	-3	-1	-3	8	-2	-8	0.5	3
[55] COc1ccc(-n2nc(C(=O)NCC(=O)NC3CCCCC3)c3ccccc3c2=O)cc1
 : -6	-4	-3	1	1	-6	-1	0	-3.0	-2
[56] Cc1nc2nc[nH]n2c(=O)c1NC(=O)CC12CC3CC(CC(C3)C1)C2
 : 2&7	-13&2	2&-3	-1&-8	-1&-2	6&6	1&-2	4&8	1.5&0.2	0&-1
